# TGFb SMAD3 inh: qHTS for Inhibitors of TGF-b; 1.2% of 410,000 active; HepG2 CAGA-GFP TGF-b/SMAD3 reporter, GFP fluorescence, 18 h; TGF-beta stimulated, 500 pg/mL final; Potency, µM (titrated, usually from 46.1 µM), for inactives: at the highest dose activity, negative = inhibition, most hits filed as inhibitors; note: potency is the fitted concentration of half-maximal effect; % is set by controls: 0 for no effect and ±100 for the full control effect; nearly all actives have a fitted effect of over 65% in size
#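 HEPG2 CAGA-GFP reporter cells (1000/well, DMEM with 1% FBS) received compounds, then recombinant TGF-beta at 500 pg/mL final for 18 hours at 37 degrees C. Per-cell GFP summed per well was normalised to unstimulated and stimulated DMSO controls before curve fitting.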
# IL-2 act: qHTS of IL-2 Activators; IL-2 activation reporter assay, cell-based qHTS; stimulated with anti-CD3/CD4/CD28 beads; in transgenic mouse T cells; activation, % (series mostly up to about 46 µM); 0.065% of 360,000 active; AID 652025, 2013; in the data active = activation above about 50%; inconclusive = mostly about 30% to 49%; note: 0% is about no effect
#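 Unstimulated transgenic mouse T cells preincubated 60 min with compound, then stimulated with anti-CD3/anti-CD4-coated beads plus anti-CD28 for 18 h at 37 degrees C. IL-2 response read as EGFP and DsRed fluorescence by plate cytometry.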
# ATXN2 expr inh: Primary qHTS for Inhibitors of ATXN expression; Potency, µM (top dose mostly 57 µM), without a hit: top-dose activity change, negative = inhibition, hits mostly inhibitors; 0.72% of 360,000 active; HEK-293 ATXN2-luciferase reporter, luminescence, 24 h; note: potency is the fitted concentration of half-maximal effect; % is set by controls: 0 for no effect and ±100 for the full control effect; nearly all actives have a fitted effect of over 55% in size
#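 qHTS (up to 57 uM final) was run with 24 h compound exposure of reporter cells at 37 °C. Each well was multiplexed: SteadyGlo luminescence measured ATXN2-luciferase expression after a fluorogenic Gly-Phe-AFC viability readout (25 uM final).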
# A549 tox: Nrf2 qHTS screen for inhibitors: counterscreen for cytotoxicity | A549 ARE-Fluc cells, CellTiter-Fluor viability, 18-24 h | Potency, µM (series often up to 46 µM), inactives show at the highest dose activity change, negative = cytotoxicity, hits mostly inhibitors | 0.16% of 390,000 active; note: potency is the fitted concentration of half-maximal effect; % is set by controls: 0 for no effect and ±100 for the full control effect
#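 A549 ARE-Fluc cells in 5% FBS OPTI-MEM, 5000 cells/well, rested 2 h then exposed to compounds in concentration-response for 18-24 h at 37 °C. Viability by CellTiter-Fluor fluorescence (Ex 405/Em 525) after 30 min; luciferase luminescence (BugLite, 15 min, RT) read afterwards.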
# EPAC2 agonist: qHTS for Agonist of cAMP-regulated guanine nucleotide exchange factor 4 (EPAC2): primary screen; AID 720711, 2013; EPAC2 activation, biochemical qHTS; response scale: 100% = 6.5 mM cAMP response; 0.079% of 360,000 active; Potency, µM (top dose mostly 154 µM), for the others: at the highest dose activation, actives largely listed as activators; Rap guanine nucleotide exchange factor 4 (Homo sapiens), Q8WZA2; note: potency is the fitted concentration of half-maximal effect; nearly all actives have a fitted effect of over 50% in size
# Target sequence (Q8WZA2 whole entry, looked up): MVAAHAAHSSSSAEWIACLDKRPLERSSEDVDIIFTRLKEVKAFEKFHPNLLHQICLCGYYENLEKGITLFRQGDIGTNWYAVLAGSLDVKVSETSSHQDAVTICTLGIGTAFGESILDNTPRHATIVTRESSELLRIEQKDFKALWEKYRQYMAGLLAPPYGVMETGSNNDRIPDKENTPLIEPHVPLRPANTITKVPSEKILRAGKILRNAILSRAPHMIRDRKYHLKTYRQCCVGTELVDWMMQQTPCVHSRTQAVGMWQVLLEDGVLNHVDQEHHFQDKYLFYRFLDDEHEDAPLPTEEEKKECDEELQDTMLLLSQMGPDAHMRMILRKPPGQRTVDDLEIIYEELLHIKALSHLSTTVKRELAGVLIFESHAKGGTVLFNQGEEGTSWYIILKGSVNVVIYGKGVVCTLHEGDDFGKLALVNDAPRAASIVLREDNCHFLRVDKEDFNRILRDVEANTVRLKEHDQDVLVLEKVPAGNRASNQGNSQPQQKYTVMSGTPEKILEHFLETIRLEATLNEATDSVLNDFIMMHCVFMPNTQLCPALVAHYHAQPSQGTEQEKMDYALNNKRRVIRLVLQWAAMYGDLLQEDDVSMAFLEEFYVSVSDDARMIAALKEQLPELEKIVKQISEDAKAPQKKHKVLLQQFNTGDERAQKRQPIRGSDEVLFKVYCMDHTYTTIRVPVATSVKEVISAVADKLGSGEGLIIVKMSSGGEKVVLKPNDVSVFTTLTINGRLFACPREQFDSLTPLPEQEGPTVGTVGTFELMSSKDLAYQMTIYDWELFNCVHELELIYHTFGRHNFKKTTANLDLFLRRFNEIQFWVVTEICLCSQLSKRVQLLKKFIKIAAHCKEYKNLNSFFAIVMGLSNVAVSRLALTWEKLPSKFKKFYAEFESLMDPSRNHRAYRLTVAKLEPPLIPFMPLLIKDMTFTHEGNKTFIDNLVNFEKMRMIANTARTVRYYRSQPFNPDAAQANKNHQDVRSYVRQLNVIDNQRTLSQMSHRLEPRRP
#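 Fluorescence exchange assay: 100 nM EPAC2 with 250 nM RAP1B-BODIPY-GDP and 50 uM GDP; compounds tested as a concentration-titration series (qHTS). Loss of Rap1-bound BODIPY-GDP fluorescence read at 480/540 nm; data normalized to 6.5 mM cAMP.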
# HepG2 tox: qHTS for Inhibitors of TGF-b: Cytotox Counterscreen; Potency, µM (series often up to 46.1 µM), for inactives: top-dose activity change, negative = cytotoxicity, hits mostly cytotoxic; HepG2 CAGA-GFP viability, ATP luminescence, 18 h; 0.76% of 410,000 active; note: potency is the fitted concentration of half-maximal effect; some results filed as inactive show a strong effect at the top dose
#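 CellTiter-Glo luminescence gave cytotoxicity after 18 hours at 37 degrees C. The cells were HepG2 CAGA-GFP in 1% FBS DMEM, stimulated with 500 pg/mL TGF-beta after compound addition. %Activity was normalised to no-cell wells (complete cell-killing) and DMSO (no toxicity), and curves were fitted and classified.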
# Nrf2 activator: qHTS of Nrf2 Activators; AREc32 ARE-luciferase reporter (MCF7-derived line), luminescence, 24 h; Potency, µM (series often up to 46.1 µM), without a hit: at the top dose activation, most hits filed as activators; 0.31% of 410,000 active; AID 624171, 2012; note: potency is the fitted concentration of half-maximal effect; % of control where 0% means no effect; nearly all actives have a fitted effect of over 65% in size
#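 AREc32 cells carrying an ARE-driven firefly luciferase, 1000 cells/well in OPTI-MEM with 5% FBS, dosed after overnight attachment and incubated 24 hr at 37 deg C. Steady-Glo luminescence read after 30 min at RT.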
# S2 tox: Viability Counterscreen for Primary qHTS for Inhibitors of ATXN expression. 0.49% of 400,000 active. Potency, µM (series often up to 56.7 µM), usual class: cytotoxic. S2 cells (HEK-293 line with an ATXN2-luciferase reporter) viability, CellTiter-Fluor protease fluorescence, 24 h; note: potency is the fitted concentration of half-maximal effect; nearly all actives have a fitted effect of over 40% in size
# Nrf2 inh: Nrf2 qHTS screen for inhibitors | A549 ARE-Fluc reporter, luciferase luminescence, 18-24 h | Potency, µM (titrated, usually from 46 µM), for inactives: at the top dose activity change, negative = inhibition, most hits filed as inhibitors | 2.1% of 360,000 active; note: potency is the fitted concentration of half-maximal effect; % is set by controls: 0 for no effect and ±100 for the full control effect; nearly all actives have a fitted effect of over 60% in size
#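 A549 ARE_Fluc cells, 5000/well, 5% FBS OPTI-MEM; compounds in dose-response, 18-24 h at 37 °C/5% CO2; CellTiter-Fluor viability read (Ex 405/Em 525), then BugLite luciferase luminescence = Nrf2 activity.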
# * hit, by the source's call; i = inactive; ? = inconclusive; . = not tested or not shown; & = joins results of further samples; [ ] = another dose, or the depositor's remark. Unless noted, calls come from the whole dose curve; as a rule, active = well fitted curve in the direction sought with a large enough effect; inconclusive = small, poorly fitted or top-dose-only effect, or another doubt; inactive = no such curve, though single readings can be large; an effect the other way counts as inactive or inconclusive.
Compound,TGFb SMAD3 inh,IL-2 act,ATXN2 expr inh,A549 tox,EPAC2 agonist,HepG2 tox,Nrf2 activator,S2 tox,Nrf2 inh
CCCCCCNC(=O)Nc1ccccc1,22%,-2.7,39%,13%,11%,-10%,2.6%,i,6%
COc1ccc2c(c1)CC(C(=O)NCCCN1CCN(c3ccc(F)cc3)CC1)CO2 (stereo not drawn),-3%,.,-18%,-1%,.,-20%,2.8%,i,.
NC(=O)c1cc2ccc(O)cc2oc1=Nc1ccccc1,-16%,-1.2,45%[activator],?,3%,-31%,2.8%,.,?
CCOc1ccc(-n2ccnc(SCC(=O)Nc3cccc(OC)c3)c2=O)cc1,-7%,1.0,-13%,-17%,12%,-16%,5.6%,i,?
O=C(Nc1ccccc1Cl)NC1CCCCCCC1,0%,1.1,79%[activator],-4%,3%,-9%,0.4%,i,11%
Cc1nc2c(c(C)c1CCC(=O)NCc1ccc(Cl)cc1)c(=O)n(C)c(=O)n2C,-5%,.,0%,2%,.,0%,-0.2%,i,6%
CCC(Sc1nc2c(sc3ccccc32)c(=O)n1CCCC(=O)NC1CCCC1)C(=O)Nc1cccc(OC)c1 (stereo not drawn),?,.,.,-15%,.,-6%,0.6%,.,15%
CNC(=S)NNc1nc(N2CCOCC2)nc(N2CCOCC2)n1,8%,0.6,-3%,2%,5%,-13%,1.5%,i,-10%
Cc1ccc(C(=O)NCC(c2cccs2)S(=O)(=O)c2cccs2)cc1 (stereo not drawn),?,.,?,0%,.,-24%,0.1%,20µM*,.
COc1ccc(C)cc1NC(=O)CCC(=O)Nc1nnc(C2CCCCC2)s1,-14%,-0.3,13%,1%,1%,1%,-0.3%,i,12%
O=C(N/N=C/c1c(O)ccc2ccccc12)c1ccc[n+](CCO)c1,1%,-1.6,-22%,-13%,-6%,-12%,-0.5%,i,-1%
O=C1CC(c2ccccc2)CC(O)=C1C=NCc1ccc(Cl)cc1 (stereo not drawn),2%,-2.4,-9%,-14%,12%,-1%,-0.4%,i,-24%
CC(=O)c1ccc(OCc2cc(C(=O)NCCN3CCCC(O)C3)no2)cc1 (stereo not drawn),-18%,-0.1,.,6%,15%,7%,0.1%,i,9%
COc1ccc(/C=C(\C#N)C(=O)NCc2cccnc2)cc1OC,5%,-1.0,-1%,1%,9%,-5%,6.9%,i,-4%
CCC1CN(C(=O)N2CCC(C(=O)NCc3ccc(C)o3)CC2)c2ccccc2O1 (stereo not drawn),-7%&0%,-2.2,15%,0%&1%,18%,0%&-19%,-0.4%&0.4%,i,3%&11%
O=C(Nc1ccccc1F)c1ccc(S(=O)(=O)NCC2CCCO2)cc1 (stereo not drawn),-15%,-2.1,5%,-5%,6%,-2%,-0.9%,i,-11%

# Two of the compounds above, with values under each structure:
# Values run as follows: TGFb SMAD3 inh | IL-2 act | ATXN2 expr inh | A549 tox | EPAC2 agonist | HepG2 tox | Nrf2 activator | S2 tox | Nrf2 inh
CCCCCCNC(=O)Nc1ccccc1
 : 22% | -2.7 | 39% | 13% | 11% | -10% | 2.6% | i | 6%
COc1ccc2c(c1)CC(C(=O)NCCCN1CCN(c3ccc(F)cc3)CC1)CO2 (stereo not drawn)
 : -3% | . | -18% | -1% | . | -20% | 2.8% | i | .

# Next compounds:
Compound,TGFb SMAD3 inh,IL-2 act,ATXN2 expr inh,A549 tox,EPAC2 agonist,HepG2 tox,Nrf2 activator,S2 tox,Nrf2 inh
O=C(N/N=C/c1ccc([N+](=O)[O-])o1)c1sc2ccccc2c1Cl,?,-0.8,.,10%,-11%,-186%,-3.5%,32µM*,?
CCOc1ccccc1C1CC(=O)Nc2cc(OC)c(OC)cc21 (stereo not drawn),-4%,-0.4,0%,4%,8%,-74%,-0.2%,i,?
CCn1cc(Br)c(C(=O)N2CCN(c3ccccc3)CC2)n1,35%,-3.1,3%,-3%,7%,5%,-0.4%,i,-9%
CCOc1ccc(N2CC(C(=O)N3CCCC3)CC2=O)cc1 (stereo not drawn),9%,-0.2,1%,1%,14%,19%,-0.3%,i,-5%
COCC(=O)Nc1ccc2nc3n(c(=O)c2c1)CCCCC3,12%,-2.2,1%,5%,8%,5%,2.9%,i,22%
Cc1cccc(NC(=S)NNc2ncc(C(F)(F)F)cc2Cl)c1,?,1.9,?,-4%,-1%,-37%,-1.0%,i,?
Cc1ccccc1NC(=O)CCc1nnc2ccc(N3CCC4(CC3)OCCO4)nn12,5%,-1.8,2%,1%,2%,7%,-0.2%,i,-7%
CC(C)C(C(=O)N1CCN(Cc2ccccc2)CC1)c1ccccc1 (stereo not drawn),1%,-6.5,-4%,5%,1%,-15%,-0.4%,i,-6%
CC(C)[C@H]1COCCS(=O)(=O)N1Cc1ccccc1-c1cccc2c1oc1ccccc12,?,-0.8,-11%,-4%,7%,-15%,4.2%,i,?
Cc1ccnc(NS(=O)(=O)c2ccccc2)n1,-2%,-1.2,2%,-8%,15%,-12%,-0.5%,i,-1%
COc1ccc(NC(=O)COC(=O)C2CCCCC2)c([N+](=O)[O-])c1,4%,-3.8,-12%,0%,21%,16%,-0.1%,i,-6%
Cc1ccc2nsnc2c1S(=O)(=O)Nc1cccc2nsnc12,-2%,2.4,1%,-18%,9%,7%,0.3%,?,-18%
O=C(NCCc1c[nH]c2ccccc12)c1ccc(Cl)cc1,1%,0.0,.,1%,12%,3%,5.6%,i,?
CCCCCOc1ccc(NC2=CC(=O)CCC2)cc1,-14%,-1.0,-11%,5%,-13%,-18%,5.6%,?,18%
Cc1nc2ccc(NC(=O)c3cccc(S(=O)(=O)N(C)c4ccccc4)c3)cc2s1,?,-3.8,28µM*,?,9%,3%,-0.7%,?,21µM*
CC(C)N1C(=O)/C(=C\c2nc3ccccc3c(=O)n2-c2ccccc2)c2ccccc21,-15%,-0.3,?,?,6%,-22%,18%,?,?
Cc1ccc(-n2nc(C)c3c(C)c(CCC(=O)NCc4ccccc4)c(C)nc32)cc1,15%,-4.1,-4%,-4%,-7%,15%,0.4%,i,6%
CS(=O)(=O)Nc1cccc(NC(=O)C2Cc3c(-c4ccccc4)ccnc3O2)c1 (stereo not drawn),-12%,0.4,0%,.,6%,-60%,0.3%,i,.
CC(C)(C)C1CCC(=NNC(=O)C(=O)NC2CCCCC2)CC1 (stereo not drawn),5%,0.4,2%,3%,0%,1%,-0.4%,i,-2%
COc1ccc(N2CCN(c3nc4ccc(C)cc4n4nnnc34)CC2)cc1,0%,.,.,-9%,.,0%,-0.3%,.,-18%
O=C(CCc1c[nH]c2ccccc12)NCCc1ccc(Cl)cc1,-5%,-0.3,-14%,2%,9%,-18%,-0.2%,i,2%
Cc1ccc(S(=O)(=O)N2CCCCC2)cc1NC(=O)COc1ccccc1,-2%,-0.6,-14%,-4%,7%,3%,0.1%,i,?
Cc1nc2ncnn2c(C)c1CCC(=O)N1CCCCC1,-13%,-2.1,-29%,-5%,-1%,0%,0.1%,?,10%
O=C(COc1ncnc2scc(-c3ccc(Cl)cc3)c12)NCc1ccco1,8%,2.6,0%,-1%,-1%,9%,2.5%,i,.

# Complete entries, looked up by structure. Screens in order: TGFb SMAD3 inh	IL-2 act	ATXN2 expr inh	A549 tox	EPAC2 agonist	HepG2 tox	Nrf2 activator	S2 tox	Nrf2 inh
# `CC(C)(C)C1CCC(=NNC(=O)C(=O)NC2CCCCC2)CC1` (stereo not drawn) is listed with 5%	0.4	2%	3%	0%	1%	-0.4%	i	-2%
# `Cc1cccc(NC(=S)NNc2ncc(C(F)(F)F)cc2Cl)c1` is listed with ?	1.9	?	-4%	-1%	-37%	-1.0%	i	?
# `CCn1cc(Br)c(C(=O)N2CCN(c3ccccc3)CC2)n1` is listed with 35%	-3.1	3%	-3%	7%	5%	-0.4%	i	-9%

# Additional records:
Compound,TGFb SMAD3 inh,IL-2 act,ATXN2 expr inh,A549 tox,EPAC2 agonist,HepG2 tox,Nrf2 activator,S2 tox,Nrf2 inh
CC1CCN(C(=O)Cn2c(=O)c3cccn3c3ccccc32)CC1,-8%,-0.9,-3%,-1%,9%,-49%,4.0%,i,35%
COc1ccc(-c2nn(-c3ccccc3)cc2/C=N/Nc2ccc(S(N)(=O)=O)cc2[N+](=O)[O-])cc1OC,-23%,-3.9,?,?,21%,-19%,0.8%,?,?
CN(c1ccccc1)S(=O)(=O)c1ccc(NC(=S)NC(=O)c2ccccc2)cc1,26%,-0.2,-2%,12%,16%,8%,2.2%,i,.
O=c1nccc(NCc2ccco2)[nH]1,0%&5%,0.0,-5%,-8%&1%,1%,-1%&7%,-0.9%,i,-1%&4%
O=C(CSc1nc2ncc(Br)cc2[nH]1)c1cccc([N+](=O)[O-])c1,2%,-2.9,1%,7%,-10%,7%,1.7%,i,29%
C/C(=N\NC(=O)COc1ccccc1[N+](=O)[O-])c1cccs1,5%,-0.4,62%[activator],1%,1%,-29%,8.9µM*,i,?
O=C(N/N=C/c1cc(Cl)cc([N+](=O)[O-])c1O)c1ccccc1NS(=O)(=O)c1cccs1,-28%,-0.7,.,0%,-11%,-15%,5.9%,.,-20%

# Screens deposited in PubChem BioAssay by National Center for Advancing Translational Sciences (NCATS).
